# Assay outcomes: PubChem BioAssay, several laboratories
# GDH-TPI counter: counter-screen for M. tuberculosis FBA inhibitors: GDH-TPI coupled enzymes | AID 588335 | 1.2% of 360,000 active | GDH-TPI coupled enzyme counterscreen, NADH absorbance | inhibition, % at 4.8 µM;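 note: 0% = DMSO wells and 100% = wells lacking the enzyme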
# FBA Mtb inh: inhibitors of M. tuberculosis fructose-bisphosphate aldolase; AID 588726; inhibition, % at 1 µM; purified M. tuberculosis FBA, fluorescence read-out; 2.3% of 360,000 active; in the data active = inhibition above about 27%;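 note: 0% = vehicle and 100% = reference inhibitor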
# Target sequence (P9WQA3 whole entry, looked up): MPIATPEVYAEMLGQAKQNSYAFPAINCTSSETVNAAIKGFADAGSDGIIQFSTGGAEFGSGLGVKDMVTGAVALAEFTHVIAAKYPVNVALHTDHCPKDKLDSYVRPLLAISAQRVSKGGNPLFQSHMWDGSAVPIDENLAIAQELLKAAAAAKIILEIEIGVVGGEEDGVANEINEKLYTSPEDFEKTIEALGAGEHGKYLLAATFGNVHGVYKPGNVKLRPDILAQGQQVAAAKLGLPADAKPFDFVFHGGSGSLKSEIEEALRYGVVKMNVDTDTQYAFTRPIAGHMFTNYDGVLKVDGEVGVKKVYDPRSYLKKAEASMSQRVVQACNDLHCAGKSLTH
# UGM FP inh: Mtb UDP-galactopyranose mutase inhibition; purified UGM, fluorescence polarization probe displacement; inhibition, % at 10 µM; AID 504406; 0.06% of 320,000 active; P9WIQ1; in the data active = inhibition above about 10%, passing the limit was not always enough; inconclusive = no clear call, values can overlap the other calls
# Target sequence (P9WIQ1 whole entry, looked up): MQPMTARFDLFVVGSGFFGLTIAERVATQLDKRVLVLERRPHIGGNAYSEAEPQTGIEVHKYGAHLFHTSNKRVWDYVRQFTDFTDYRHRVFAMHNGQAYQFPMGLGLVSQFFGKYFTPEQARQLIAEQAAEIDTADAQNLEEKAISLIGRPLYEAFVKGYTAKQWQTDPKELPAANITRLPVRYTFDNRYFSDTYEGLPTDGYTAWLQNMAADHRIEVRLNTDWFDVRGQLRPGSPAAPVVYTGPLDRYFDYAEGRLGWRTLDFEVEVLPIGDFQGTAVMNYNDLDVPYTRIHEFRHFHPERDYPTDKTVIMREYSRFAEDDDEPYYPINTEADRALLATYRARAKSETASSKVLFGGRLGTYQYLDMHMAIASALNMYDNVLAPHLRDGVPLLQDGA
# PrPC surface inh: inhibitors of human cell surface prion protein PrPC. inhibition, % at 13.8 µM. TR-FRET read-out. 0.43% of 370,000 active. AID 720596. P04156; in the data active = inhibition above about 24%; note: 0% = median of the test wells and 100% = reference compound wells
# Mtb BioA inh: blocks M. tuberculosis BioA enzyme activity. purified M. tuberculosis BioA enzyme, plate reader. inhibition, % at 9.99 µM. 0.096% of 360,000 active. AID 602481; in the data active = inhibition above about 40%; inconclusive = no clear call, values can overlap the other calls
# FadD28 FP inh: inhibitors of Mycobacterium tuberculosis FadD28 bisubstrate binding | FadD28 bisubstrate probe binding, fluorescence polarization | inhibition, % at 12.5 µM | 0.22% of 360,000 active | AID 588549; in the data active = inhibition above about 8.5%, passing the limit was not always enough; inconclusive = no clear call, values can overlap the other calls
# CCHF vOTU inh: CCHFV vOTU protease inhibition; 0.55% of 370,000 active; inhibition, % at 11.5 µM; Pep-AMC fluorescence; note: 0% = vehicle wells with enzyme and 100% = no enzyme wells
# BoNT F protease: blocks Botulinum neurotoxin F light chain protease; Multiplex microsphere protease cleavage assay, flow cytometry; 0.22% of 360,000 active; inhibition, % at 10 µM; AID 588497; in the data active = inhibition above about 35%, passing the limit was not always enough; inconclusive = no clear call, values can overlap the other calls; note: plate controls were buffer without enzyme for full effect and enzyme alone for no effect
# BoNT-A LC inh2: blocks Botulinum neurotoxin A light chain protease. multiplex microsphere protease substrate cleavage, flow cytometry. inhibition, % at 10 µM. 0.17% of 360,000 active; in the data active = inhibition above about 30%; inconclusive = no clear call, values can overlap the other calls; note: plate controls were buffer without enzyme for full effect and enzyme alone for no effect
# The depositor's hits bear a star; u = inconclusive; x = no result given. Cut-off read from the data, not from the text of the source, unless noted: active = inhibition above about 30%; inactive = the rest.
entry	Structure	GDH-TPI counter	FBA Mtb inh	UGM FP inh	PrPC surface inh	Mtb BioA inh	FadD28 FP inh	CCHF vOTU inh	BoNT F protease	BoNT-A LC inh2
1	CSCC[C@H](NC(=O)[C@@H]1CSC2c3ccccc3C(=O)N21)C(=O)N1CCC[C@H]1CO (stereo partly drawn)	8	1	0.4	-9	-0.5	0.1	-1	-4	-1.7
2	CCn1c(COc2cccc(C)c2)nnc1SCC(=O)CC(=O)Nc1ccccc1OC	9	-1	-0.5	6	x	-1.4	6	-6	0.0
3	NC(=O)CSc1nnc2ccc(-c3ccc(Cl)cc3)nn12	2	4	0.1	-6	x	-1.0	-16	-5	-1.3
4	CCc1nc2c(OCCOc3ccc(F)cc3)cccn2c1N(C)C(=O)c1cccs1	6	-2	x	-1	-0.8	-4.7	4	-3	-0.4
5	O=C(O)Cn1nc(C(F)(F)F)c2c1CCCC2	-2	-3	-0.3	5	x	-4.9	-13	0	0.3
6	Cc1ccc(C)c(Cn2nnc3c(=O)[nH]c(C4CCCN(C(=O)c5cccs5)C4)nc32)c1 (stereo not drawn)	2	5	-0.6	-5	3.1	-3.0	8	5	2.1
7	CCOC(=O)CSc1nc(-c2ccccc2)nc2ccc(C)cc12	3	-1	2.7	0	x	-1.0	-3	-2	0.5
8	O=C(NC(Nc1ccc(F)cc1)(C(F)(F)F)C(F)(F)F)c1cccnc1	-9	0	-1.1	7	-0.1	0.6	-6	-12	-0.3
9	CSc1ccccc1NC(=O)Nc1cccc(Cl)c1Cl	6	-4	-0.2	12	0.2	-3.6	3	0	0.0
10	COc1ccc(CCNc2nc(C)c(C(C)=O)s2)cc1OC	13	-2	-5.5	x	81*	-0.8	x	1	0.1
11	COc1ccc2oc(C(=O)OC/C(O)=C(\C#N)c3nc4ccccc4[nH]3)c(C)c2c1	-11	2	-0.2	-8	-0.2	-0.8	-10	-8	0.4
12	COc1cccc(Nc2ncccc2C(=O)O)c1	11	1	-0.1	-3	-1.2	2.9	8	-5	-0.7
13	CSc1nsc(SC)c1NC(=O)OCCc1ccccn1	8	-1	-2.3	-1	-1.6	-1.2	12	-8	-0.3
14	CCOC(=O)c1cc(-c2ccccc2)n(CCC(=O)N2CCN(c3ccc(OC)cc3)CC2)c1C	-7	-5	1.8	-4	0.6	-4.9	5	-63	-1.5
15	CCOC(=O)N1CCN(C(=O)Cc2ccc(-n3c(=S)[nH]c4ccccc4c3=O)cc2)CC1	18	1	-1.0	x	-1.7	-1.2	x	4	-0.1
16	CCn1cc(Br)c(C(=O)Nc2ccc(Cl)cc2Cl)n1	-6	-2	-1.6	-2	-1.6	-3.6	26	-8	-1.0

# Overlap with the part before: 5 entries, followed by the next part.
entry	Structure	GDH-TPI counter	FBA Mtb inh	UGM FP inh	PrPC surface inh	Mtb BioA inh	FadD28 FP inh	CCHF vOTU inh	BoNT F protease	BoNT-A LC inh2
12	COc1cccc(Nc2ncccc2C(=O)O)c1	11	1	-0.1	-3	-1.2	2.9	8	-5	-0.7
13	CSc1nsc(SC)c1NC(=O)OCCc1ccccn1	8	-1	-2.3	-1	-1.6	-1.2	12	-8	-0.3
14	CCOC(=O)c1cc(-c2ccccc2)n(CCC(=O)N2CCN(c3ccc(OC)cc3)CC2)c1C	-7	-5	1.8	-4	0.6	-4.9	5	-63	-1.5
15	CCOC(=O)N1CCN(C(=O)Cc2ccc(-n3c(=S)[nH]c4ccccc4c3=O)cc2)CC1	18	1	-1.0	x	-1.7	-1.2	x	4	-0.1
16	CCn1cc(Br)c(C(=O)Nc2ccc(Cl)cc2Cl)n1	-6	-2	-1.6	-2	-1.6	-3.6	26	-8	-1.0
17	c1ccc(Cn2nnc3c(N4CCN(Cc5ccc6c(c5)OCO6)CC4)ncnc32)cc1	2	1	-1.9	2	-1.2	0.1	-14	-4	-0.8
18	CCS(=O)(=O)Nc1cccc(-c2nc3cccnc3s2)c1C	-3	2	4.3	-5	1.5	-2.9	0	-1	-0.5
19	Cc1ccc(S(=O)(=O)/N=C(\N)c2ccc(F)cc2)cc1	-14	0	2.9	-3	-0.1	-4.1	5	3	-0.7
20	CCc1ccc(S(=O)(=O)Nc2cc3c(cc2N2CCOCC2)n(C)c(=O)c(=O)n3C)cc1	1	-1	-1.1	-3	1.6	-4.1	-3	1	-0.9
21	COc1ccc(C(CNC(=O)c2ccc(S(=O)(=O)Nc3ccccc3C)cc2)N2CCOCC2)cc1 (stereo not drawn)	7	4	-1.7	-4	0.0	0.5	-1	-7	-2.2
22	O=C(O/N=C1\CCCc2ccccc21)c1ccc(F)cc1	14	1	1.5	4	-0.6	-2.5	2	2	-1.5
23	COc1ccc(/C=N/Nc2nccnc2Cl)cc1	25	-1	2.4	0	3.5	-4.3	11	-5	-0.2
24	Cc1cccc(CCNC(=O)CCCOc2cc(=O)n(C)c3ccccc23)c1	-9	0	3.7	-7	x	-4.4	11	-2	-0.1

# Some of the entries so far, with values under each structure:
# The line under a structure holds: GDH-TPI counter	FBA Mtb inh	UGM FP inh	PrPC surface inh	Mtb BioA inh	FadD28 FP inh	CCHF vOTU inh	BoNT F protease	BoNT-A LC inh2
[22] O=C(O/N=C1\CCCc2ccccc21)c1ccc(F)cc1
→ 14	1	1.5	4	-0.6	-2.5	2	2	-1.5
[17] c1ccc(Cn2nnc3c(N4CCN(Cc5ccc6c(c5)OCO6)CC4)ncnc32)cc1
→ 2	1	-1.9	2	-1.2	0.1	-14	-4	-0.8
[18] CCS(=O)(=O)Nc1cccc(-c2nc3cccnc3s2)c1C
→ -3	2	4.3	-5	1.5	-2.9	0	-1	-0.5

# (continued)
entry	Structure	GDH-TPI counter	FBA Mtb inh	UGM FP inh	PrPC surface inh	Mtb BioA inh	FadD28 FP inh	CCHF vOTU inh	BoNT F protease	BoNT-A LC inh2
25	CC1CC(C)CN(C(=O)COC(=O)c2ccc(N3CCCC3=O)cc2)C1 (stereo not drawn)	14	0	0.4	1	4.6	-1.0	-6	6	1.8
26	COc1ccccc1NC(=O)c1ccccc1NC(=O)c1ccccc1C(=O)O	15	4	0.8	3	4.7	0.2	6	1	0.7
27	CCN1CCN(c2ccc(S(=O)(=O)N3CCCCC3)cc2NC(=O)c2cccc(F)c2)CC1	7	0	4.7	-4	x	-0.4	10	-21	-0.5
28	Cc1cc(C(=O)N2CCN(c3ccccn3)CC2)no1	-1	3	-0.7	-1	-1.4	0.4	-1	-7	-0.7
29	CCOc1cccc(CN2CCN(CCc3ccccc3)C(CCO)C2)c1O (stereo not drawn)	0	0	-1.3	-5	x	-1.9	4	-1	0.0
30	CCc1c(C(=O)NNC(=O)Nc2ccc3c(c2)OCO3)csc1C	-9	-1	1.3	13	-1.2	-2.6	12	1	-1.8
31	Cc1ccc(S(=O)(=O)N(C)c2ccccc2)cc1	-4	-3	-3.9	4	-0.8	-3.1	-2	2	-0.3
32	O=C(Nc1cccc(OC(F)(F)F)c1)C1Cc2c(-c3ccco3)ccnc2O1 (stereo not drawn)	3	-1	x	-8	0.3	-3.3	4	-11	-0.2
33	CC(=O)Nc1ccc2c(c1)nc1n2CCOC1	-9	0	0.3	0	0.0	-2.4	-13	-4	u
34	CCOC(=O)[C@@H]1CSCCS(=O)(=O)N1Cc1ccccc1Br	-2	2	x	-5	-0.4	-2.5	-1	-4	-0.2
35	Nc1ccn([C@@H]2O[C@H](CNCc3ccc(-c4cc(C(F)(F)F)ccc4Cl)o3)[C@@H](O)[C@H]2O)c(=O)n1	0	1	x	-7	1.0	-3.2	12	-4	0.3
36	CCC(=O)Nc1ccc(S(=O)(=O)NC[C@H]2O[C@@H](n3cc(C)c(=O)[nH]c3=O)C[C@@H]2O)cc1	-9	-4	x	-1	-0.8	-4.3	7	6	-0.2
37	O=C(NCc1ccco1)c1cccc2c(-c3ccc(F)c(F)c3)coc12	3	-2	x	13	2.4	-3.2	-3	-5	-0.6
38	CSc1ccc(/C=N/S(=O)(=O)c2ccccc2)cc1	1	-2	1.2	-3	-1.6	-0.9	1	-3	2.1
39	Cc1ccc(S(=O)(=O)N2CCC(C(=O)Nc3ncccc3O)CC2)cc1	9	-1	-0.4	2	-1.1	0.8	-9	-6	-0.2
40	CC(C)c1cc(C(=O)N2CCCC(CCC(=O)NCc3ccccc3F)C2)n(C)n1 (stereo not drawn)	7	-3	0.5	10	x	-1.4	24	-15	-1.4
41	Cc1ccc(NC(=O)CSc2nncn2-c2ccccn2)cc1Cl	11	-1	0.3	6	-0.6	-0.4	10	-9	-0.8
42	CC12CCC(=O)N1C(C(=O)Nc1ccccc1N1CCCC1)CS2 (stereo not drawn)	8	0	x	5	-0.9	-0.5	0	0	6.1
43	CN1C(=O)c2ccccc2N(C)C1c1ccccc1Cl (stereo not drawn)	-7	64*	-4.2	7	x	-4.2	-90	0	-0.8
44	CC(NC(=O)c1cc(-c2cccs2)on1)c1ccccc1 (stereo not drawn)	6	3	0.3	-6	x	0.6	-1	-2	u
45	O=C(CSc1nnc(CNC(=O)c2ccccc2)o1)NCc1ccccc1Cl	1	-1	2.2	8	6.3	-1.4	-21	3	0.9
46	Fc1ccccc1CSc1ncnc2c1ncn2C1CCCCO1 (stereo not drawn)	-1	-2	x	-1	1.4	0.5	4	-12	-0.8
47	Cc1cc(Cl)ccc1C(=O)C1CCCN(C(=O)CN2CCOC2=O)C1 (stereo not drawn)	-1	7	-0.8	-2	9.1	0.4	-8	0	-0.1
48	CC(O)c1ccc(Oc2cnccn2)cc1 (stereo not drawn)	-1	190*	-2.7	-6	0.0	0.9	-15	17	-2.9
49	CCN(Cc1ccncc1)C(=O)CCc1nnc(CCc2ccc(OC)cc2)o1	9	-1	1.1	6	-0.6	0.1	-11	-1	-0.5
50	CCOC(=O)N/N=C1\CC(C)CC(C)(C)C1 (stereo not drawn)	-12	0	x	-6	0.8	-4.0	-3	-1	-0.6
51	O=C(NCc1ccc(Cl)c(Cl)c1)c1cc(C2CCCCN2C(=O)C2CCCCC2)on1 (stereo not drawn)	8	-1	x	1	0.4	-1.5	31*	-3	-0.6
52	O=C(C1CC1)N1N=C(c2ccccc2)CC1(O)C(F)(F)F (stereo not drawn)	-8	1	-0.1	3	-0.2	-2.4	12	u	-0.7
53	CC1(c2ccccc2)NC(=O)N(CC(=O)Nc2cccc(/C=C/c3ccccn3)c2)C1=O (stereo not drawn)	14	8	0.9	-10	-1.5	-7.7	-2	2	0.3
54	CCOc1ccc(CN2CCCC(C(=O)c3ccccc3OC)C2)cc1 (stereo not drawn)	1	2	3.4	7	0.0	-4.1	-3	u	-2.8
55	COc1ccc2c(c1OC)C(=O)OC2Nc1nc(-c2cccc([N+](=O)[O-])c2)cs1 (stereo not drawn)	-5	-2	-0.4	-22	0.8	1.5	-4	u	-0.6
56	CCCN(CCO)C1CCN(CCc2ccccc2)CC1	-1	1	-3.7	-4	-2.4	0.4	-16	u	u
57	Cc1ccc2c(C)c(C(=O)N3CCCC(C(N)=O)C3)oc2c1C (stereo not drawn)	6	-2	x	-2	6.3	-4.6	-6	5	1.4
58	CCCCn1nc(C(=O)O)ccc1=O	-8	0	1.4	2	x	-1.9	-3	-12	-1.0
59	COCCN1C(=O)N[C@@H](c2ccccc2)[C@@H](C(=O)OC)[C@H]1C	-19	-5	1.3	1	3.0	-2.2	-1	-4	0.0
60	CC12CN3CC(C)(CN(C1)C3c1cc(Br)ccc1O)C2=O (stereo not drawn)	-6	0	3.5	3	0.3	-2.7	-5	3	-0.2
61	COc1ccccc1-c1cc(C(=O)N/N=C\c2cn(C)nc2C)c2ccccc2n1	14	-1	-1.8	-5	x	-6.6	10	-5	-0.4
62	O=C(/C=C/c1ccc(-c2ccc(F)cc2)o1)N1CCCC1	21	8	2.8	-5	x	-1.6	-4	-5	-0.2
63	COc1cccc(OCC(=O)Nc2c3c(nn2-c2ccccc2)CS(=O)(=O)C3)c1	9	2	2.1	-6	-5.0	x	3	4	-3.3

# Compounds as they come; any-hit rate near 4.8%.
